NR3A LBD binder – modulators (binders) of human NR3A ligand-binding domain | NR3A LBD differential scanning fluorimetry, Tm shift; 0% = protein alone, 100% = glycine-bound protein | Tm shift relative to glycine control, % at 25 µM | 340,000 tested, 2.5% active;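 active = melting temperature shift of at least 10% of the positive control shift, at one fixed dose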
APJ antagonist – APJ receptor antagonism | inhibition, % at 20 µM | 330,000 tested, 0.32% active | AID 2521 | CHO-K1 APJ beta-arrestin complementation, luminescence | P35414;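 active = inhibition above about 40% at 20 µM, limit read from the data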;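 note: cells challenged with 10 nM apelin-13 agonist together with compound; plate controls were apelin-13 plus DMSO wells for no effect and DMSO wells lacking apelin-13 for full effect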
Target sequence (P35414 whole entry, looked up): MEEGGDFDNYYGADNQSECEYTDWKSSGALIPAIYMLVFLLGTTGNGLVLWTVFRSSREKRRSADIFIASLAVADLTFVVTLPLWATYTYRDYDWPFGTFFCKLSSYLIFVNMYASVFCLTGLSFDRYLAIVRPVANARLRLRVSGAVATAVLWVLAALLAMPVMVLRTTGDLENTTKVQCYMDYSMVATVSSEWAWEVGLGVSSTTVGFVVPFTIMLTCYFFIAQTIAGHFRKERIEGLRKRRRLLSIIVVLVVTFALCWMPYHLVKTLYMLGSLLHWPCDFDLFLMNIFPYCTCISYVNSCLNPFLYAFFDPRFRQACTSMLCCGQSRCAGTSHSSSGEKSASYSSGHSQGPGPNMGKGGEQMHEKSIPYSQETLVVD
APJ agonist – agonists of human APJ apelin receptor; 330,000 tested, 0.11% active; activation, % at 20 µM; AID 2520; CHO-K1 APJ PathHunter beta-arrestin, luminescence; 0% DMSO wells, 100% apelin; P35414;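 active = activation more than six SD over the plate average, tested at 20 µM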;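 note: 0% = DMSO alone and 100% = apelin-13 at 10 nM; some results filed as inactive read as strong as hits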
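Material: engineered CHO-K1 APJ arrestin reporter cells; amount: 1000 CHO-K1 reporter cells seeded per well; incubation: compound stimulation 90 min at 25 °C, detection 60 min; signal: luminescent beta-gal fragment complementation, chemiluminescent substrate; read-out basis: APJ agonist activity; controls: DMSO-only wells as negative, 10 nM Apelin-13 as positive control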
TIM10 inh – TIM10 yeast growth inhibition; S. cerevisiae TIM10 strain growth, BacTiter-Glo luminescence, 24 h; inhibition, % at 10 µM; 330,000 tested, 1.4% active; AID 463195;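 active = inhibition of 40% or more at the single tested concentration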;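 note: wild-type TIM10 isogenic control strain grown at permissive 25 °C; 0% = DMSO yeast wells and 100% = minimal medium wells without yeast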
tim23-1 inh – tim23-1 yeast growth inhibition; S. cerevisiae tim23-1 growth, BacTiter-Glo luminescence, 24 h; inhibition, % at 20 µM; 330,000 tested, 1.3% active;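 active = growth inhibition of the mutant yeast at or above 50%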;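 note: temperature-sensitive mutant grown at 25 °C; plate controls were DMSO-treated mutant yeast for no effect and medium wells lacking yeast for full effect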
MPTP inh – permeability transition pore inhibition; AID 602449; 360,000 tested, 1.4% active; isolated mouse mitochondria, Ca2+ swelling absorbance, 30 min; inhibition, % at 10 µM;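 active = inhibition of 50% or more, scaled per plate between neutral and stimulator controls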;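 note: 0% = DMSO wells given calcium and 100% = 1 mM EGTA wells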
tim10-1 inh – growth inhibitors of tim10-1 mutant yeast; AID 463190; S. cerevisiae tim10-1 ts strain growth, BacTiter-Glo, 24 h; 330,000 tested, 2.2% active; inhibition, % at 20 µM;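 active = inhibition of at least 40%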;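 note: mutant grown at 25 °C; 0% = DMSO wells with yeast and 100% = wells holding no yeast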
MIN6 prolif – inducers of beta-cell replication in MIN6 cells. MIN6 cells proliferation, ATPlite luminescence, 48 h; cells starved in 0.2% serum; 100% = growth in 10% serum. proliferation, % at 10 µM. 330,000 tested, 0.29% active. AID 2380;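 active = compounds whose signal lies at least 3.5 SD above the mean of all wells on their plate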;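 note: 0% = DMSO-treated cells in low-serum medium and 100% = 10% serum control; some compounds called inactive have numbers as strong as hits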
NALP3 yeast inh – inhibitors of NALP3 inflammasome in yeast. 330,000 tested, 0.39% active. Yeast reconstituted NLRP3/ASC/caspase-1, beta-gal luminescence, 24 h. inhibition, % at 10 µM;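 active = inhibition of 50% or more; inactive = inhibition below 50%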;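 note: plate controls were induced DMSO wells for no effect and uninduced yeast grown without galactose for full effect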
Numbers without * were called inactive; . = not tested or not shown.

SMILES	NR3A LBD binder	APJ antagonist	APJ agonist	TIM10 inh	tim23-1 inh	MPTP inh	tim10-1 inh	MIN6 prolif	NALP3 yeast inh
COc1cc(/C=N/NC(=O)c2csc3c2CCCC3)cc(OC)c1O	3	-1	-2	4	17	0.0	11	-3	-9
O=C1CCC(/C=C/c2ccccc2)=NN1Cc1ccccc1Cl	-13	-16	-1	-22	34	3.9	-6	-1	28
CNc1nc2ccccc2n1N	-5	8	1	-15	12	0.4	4	0	6
CCn1c(/C=C2\C(=O)N(C(C)C)c3ccccc32)nc2ccccc2c1=O	0	-22	-4	39	56*	1.4	31	2	13
O=C(c1cccs1)N(c1ccc(Cl)cc1)C1C=CS(=O)(=O)C1 (stereo unspecified)	0	-14	-3	0	6	0.0	-4	2	3
COc1ccc(CNC(=O)CSc2nccn(-c3ccc(F)c(F)c3)c2=O)cc1	0	14	-5	8	15	-0.7	19	-2	11
CC(C)=CCN1CCN(Cc2cccn2-c2ccccn2)CC1CCO (stereo unspecified)	0	14	1	-2	0	-0.1	12	2	8
Cc1ccc(N(CC(=O)N2CCOCC2)S(C)(=O)=O)cc1C	-2	-9	-4	-1	5	5.0	-6	-4	-3
Cc1cc(-c2ccccc2)nc(N2CCN(c3ccccn3)CC2)n1	8	-5	-3	0	-3	3.0	14	-5	23
Cc1ccccc1CN1CCNC(=O)C1CC(=O)NCCC1=CCCCC1 (stereo unspecified)	4	14	-3	17	22	-1.8	27	-3	6
CC(C)CCN(C(=O)CNC(=O)c1ccco1)C(C(=O)NC1CCCCC1)c1cccnc1 (stereo unspecified)	0	10	-3	2	10	-0.7	16	3	4
CC(=O)[C@@H]1[C@@H](C(=O)c2ccc(F)cc2)[C@]2(C(=O)Nc3ccccc32)[C@H]2C=Cc3cc(F)ccc3N12	3	11	0	-2	19	0.1	13	-4	1
O=C(NCCCN1CCCCC1)C1CCC(CNS(=O)(=O)c2cccc3nsnc23)CC1 (stereo unspecified)	0	-3	3	3	-2	-0.5	-13	-2	0
CN1/C(=C\C(=O)C(F)F)C(C)(C)c2ccccc21	-1	5	-2	-5	3	0.8	9	1	2
Cc1nc2ccc(NC(=O)c3ccc([N+](=O)[O-])cc3)cc2[nH]1	2	-27	3	-11	4	-0.1	-18	-1	20
Cc1ccccc1N1CC(C(=O)N2CC(C)CC(C)C2)CC1=O (stereo unspecified)	-4	9	-1	11	16	1.0	30	2	8
CCOC(=O)c1sc2nc3c(cc2c1N)COC(C)(C)C3	6	-2	2	4	20	-2.1	40*	0	24
CCn1cc(C(=O)NC(=S)Nc2cccc(O)c2)cn1	8	11	-2	-5	-11	2.5	-7	-1	14
C#CCOC(=O)CN1C(=O)c2cccc3cccc(c23)C1=O	1	11	0	-17	13	-0.1	-9	-1	19
COc1ccc(Cl)cc1NC(=O)CN(C)C(=O)CSc1ccc2c(c1)OCCO2	1	-21	1	-5	31	-0.3	15	0	22
O=c1cc(-c2ccccc2)[nH]c2cc(Cl)ccc12	1	-94	-5	-3	17	-2.0	25	-8	-5
CCn1c2ccccc2c2cc(NC(=O)c3cc(C)on3)ccc21	-9	9	-5	14	29	7.7	22	-4	-7
Cc1ccc(CN(C)C(=O)C2CCC(=O)N(CC3CCCCC3)C2)o1 (stereo unspecified)	-1	6	-2	0	8	-0.7	20	-2	18
Cc1ccc2cccc(NC(=O)c3ccc(Br)o3)c2n1	3	-7	-7	34	12	1.5	27	-4	6
CC(C)c1nnc(NC(=O)CSc2ncn[nH]2)s1	1	13	-2	3	-10	0.8	-10	-4	-2
COC(=O)C1=C(C)N(c2ccc(Cl)c(Cl)c2)C(=O)C1	-1	7	3	43*	59*	1.1	46*	-5	4
COc1ccc(Nc2nc(C(C)(C)C)nc3c2nnn3Cc2ccccc2Cl)cc1OC	-31	-11	2	-4	9	1.1	13	-6	-3
COc1ccccc1NC(=S)NCCSc1ccc(Cl)cc1	-2	-8	1	40	54*	-0.7	33	0	7
Cc1ccc(C(=O)Nc2ccc3c(c2)OCCO3)cc1	5	-13	-3	11	7	0.1	-33	-5	31
Cc1ccc(-c2nnn(CC(=O)N(Cc3cccs3)C(C(=O)NC3CCCCC3)c3ccco3)n2)o1 (stereo unspecified)	0	0	-5	8	-3	2.6	3	-2	4
COc1ccc(N(Cc2cc3ccc(C)cc3[nH]c2=O)C(C)=O)cc1	0	9	-2	4	21	-0.7	21	-2	0
O=C(CCC1N=C2c3ccccc3N=C(SCc3ccc(Cl)cc3)N2C1=O)NCc1ccco1 (stereo unspecified)	-2	-20	3	21	14	0.6	20	-2	-1
Cc1cc(-c2ccccc2)n2nc(N)nc2n1	-1	-27	-7	-9	15	-0.6	-6	-2	-1
COc1ccc(OC)c(NC(=O)COC(=O)CN(C)S(=O)(=O)c2ccc(C)cc2)c1	10	0	-4	4	8	-1.2	22	-1	-1
CC1CCCN(CCOc2ccc(Br)cc2)C1 (stereo unspecified)	-4	17	0	11	-8	0.0	-7	3	20
CN1CCN(S(=O)(=O)c2cccc(C(=O)Nc3sccc3C#N)c2)CC1	3	2	-3	-3	4	-0.3	-5	-3	15
O=C(Nc1ccc2c(c1)OCO2)c1cnn2c1NC(c1ccco1)CC2C(F)(F)F (stereo unspecified)	1	-4	1	-16	-38	0.0	-1	1	20
CCC(=O)Nc1ccc(-c2nnc(SCC(=O)N3CCCCC3)n2C)cc1	0	0	1	-4	13	-0.3	12	0	9
Cc1cc(C(=O)COc2cccc3cccnc23)c(C)n1C	-2	-32	16	-8	16	-1.2	-10	-3	-6
N#Cc1ccccc1Cn1c(=O)n(CCCC(=O)NCc2ccc3c(c2)OCO3)c(=O)c2ccccc21	2	9	1	-12	-9	-3.9	5	0	17

3 compounds drawn at random from those above, as already listed:
SMILES	NR3A LBD binder	APJ antagonist	APJ agonist	TIM10 inh	tim23-1 inh	MPTP inh	tim10-1 inh	MIN6 prolif	NALP3 yeast inh
COc1ccc(N(Cc2cc3ccc(C)cc3[nH]c2=O)C(C)=O)cc1	0	9	-2	4	21	-0.7	21	-2	0
O=C(CCC1N=C2c3ccccc3N=C(SCc3ccc(Cl)cc3)N2C1=O)NCc1ccco1 (stereo unspecified)	-2	-20	3	21	14	0.6	20	-2	-1
O=C(Nc1ccc2c(c1)OCO2)c1cnn2c1NC(c1ccco1)CC2C(F)(F)F (stereo unspecified)	1	-4	1	-16	-38	0.0	-1	1	20

New compounds follow:
SMILES	NR3A LBD binder	APJ antagonist	APJ agonist	TIM10 inh	tim23-1 inh	MPTP inh	tim10-1 inh	MIN6 prolif	NALP3 yeast inh
CC(=O)C1=C(C)NC(=O)NC1c1ccc(Cl)cc1 (stereo unspecified)	0	2	-3	6	9	0.2	4	-1	-16
O=C(O)c1ccc(-n2[nH]c3c(c2=O)CCCC3)cc1	0	-8	-4	-4	7	0.1	-3	-4	15
COc1ccccc1Oc1ccc(N/C=C/C(=O)C(C)(C)C)cc1	4	20	-3	6	10	4.6	14	2	-1
S=C(NC1CCCC1)N1CCOCC1	0	10	-1	3	-5	0.9	6	0	12
CC(=O)Oc1ccc(C(=O)Nc2ccccc2C(=O)Nc2cccc(C(=O)O)c2)cc1	-1	18	1	-2	4	5.2	6	-3	-2
CC1SC(=NC(=O)C(C)N2C(=O)c3ccccc3C2=O)NC1=O (stereo unspecified)	1	17	-4	-2	-3	-2.3	2	-3	-6
COc1cc(S(=O)(=O)N2CCOCC2)ccc1NC(=O)COC(=O)c1ccccn1	0	19	-1	-1	11	-1.5	7	-2	2
Cc1ccc([N+](=O)[O-])c(C(=O)Nc2cccnc2Cl)c1	0	-3	-4	0	17	-2.0	7	1	10
Cc1ccc(N(CC(=O)NCC2CCCO2)C(=O)CCC(=O)Nc2nccs2)cc1 (stereo unspecified)	0	-14	-4	4	13	1.3	14	0	18
COC(=O)c1cc(OC)c(OC)cc1N1C(=O)CCCC1=O	2	1	-3	5	1	-0.5	-4	3	12
CC(C)c1nnc(NC(=O)COC(=O)/C=C/c2ccc([N+](=O)[O-])cc2)s1	-3	-63	3	11	14	0.1	12	1	7
COc1ccc(CN(C)CC(=O)NC(=O)NCc2ccccc2)cc1OC	-4	-5	1	-2	12	12	20	-1	6
CCc1ccc[n+](-c2nc([O-])sc2C=O)c1	-1	-1	-6	5	7	3.4	1	-1	9
O=C(O)Cc1ccc(NC(=O)Nc2cccc3ccccc23)cc1	-1	-12	6	2	0	0.9	-5	-4	4
CCn1c(SCC(=O)C(C)(C)C)nnc1-c1ccccc1OC	2	6	0	-11	14	0.3	13	0	-6
Cc1ccc2c(c1)=C(c1sc(N(C)c3ccc(O)cc3)nc1O)C(=O)N=2	-10	32	-5	-24	-28	1.8	-25	-2	4
CCOC(=O)c1oc2ccccc2c1NC(=O)CCl	0	-10	2	15	26	3.1	18	-4	10
CCOCCCN1C(=O)C(O)=C(C(C)=O)C1c1cccs1 (stereo unspecified)	0	-24	-3	9	-1	-0.9	9	1	7
COc1cccc(/C=N/Nc2ncnc(Cl)c2N)c1O	7	-7	-1	-1	44	0.1	33	-6	16
CCOc1cc(N2CCOCC2)c(OCC)cc1NC(=O)c1ccc(C)cc1	1	11	0	11	9	-0.3	10	-1	13
Cn1cccc1/C=C1/SC(=O)N(CC(=O)N2CCCC2)C1=O	1	-16	-5	-9	5	-1.3	5	-3	-4
O=C1CC(c2ccccc2)CC(O)=C1C=NCc1ccc(Cl)c(Cl)c1 (stereo unspecified)	0	13	-3	5	22	-2.5	7	-2	4
CCC1(C)Cc2nc3sc(C(=O)O)c(N)c3cc2CO1 (stereo unspecified)	0	6	-2	3	-6	-0.7	16	-1	5
Cc1ccc(Cn2ccc(NC(=O)c3cc(C4CC4)on3)n2)cc1	-1	-3	-3	1	24	1.5	-14	2	25
Cc1c(C(=O)OCC(=O)N(C)C2CCS(=O)(=O)C2)oc2ccc(Br)cc12 (stereo unspecified)	2	1	-5	-19	7	2.6	7	-1	15
COC(=O)c1c(-c2cccc(C)c2)csc1N	2	4	-5	7	21	13	22	0	22
CC(=O)Nc1cccc(-c2nnc(SCC(=O)n3c4c(c5ccccc53)CCCC4)n2C)c1	-12	-2	3	9	16	2.3	22	-3	0
Cc1ccc2nc3c(cc(C(=O)NC4CCCC4)c(=N)n3CCCn3ccnc3)c(=O)n2c1	.	-1	1	1	-9	.	1	-1	5
CC(Sc1nnc(-c2ccncc2)n1C)C(=O)NCC1CCCO1 (stereo unspecified)	0	7	-4	-5	-9	-0.3	-6	1	-3
CCOC(=O)N1CCN(c2cc(=O)n(-c3ccccc3Cl)c(=O)[nH]2)CC1	-1	0	-1	1	-1	0.5	8	0	13
O=C(NCc1ccccn1)c1ccc(Br)s1	-1	5	-4	0	7	-1.4	6	-1	13
COc1ccc(F)cc1C(=O)C1CCCN(C(=O)c2ccc(C(C)=O)s2)C1 (stereo unspecified)	1	-13	-4	-4	13	-0.1	29	6	-11
O=C1/C(=C/c2ccccc2)CCC1C1CCCC1 (stereo unspecified)	5	4	-4	12	17	-1.1	16	-2	23
O=C(CSc1nc(N2CCOCC2)nc(N2CCOCC2)n1)Nc1ccccc1F	2	11	-2	-8	3	-1.5	-6	0	9

Limited to NALP3 yeast inh, tim10-1 inh and MPTP inh, for some of the entries so far:
mol	NALP3 yeast inh	tim10-1 inh	MPTP inh
Cc1ccc2nc3c(cc(C(=O)NC4CCCC4)c(=N)n3CCCn3ccnc3)c(=O)n2c1	5	1	.
Cc1ccc(Cn2ccc(NC(=O)c3cc(C4CC4)on3)n2)cc1	25	-14	1.5
CCC1(C)Cc2nc3sc(C(=O)O)c(N)c3cc2CO1 (stereo unspecified)	5	16	-0.7
Cn1cccc1/C=C1/SC(=O)N(CC(=O)N2CCCC2)C1=O	-4	5	-1.3
COC(=O)c1c(-c2cccc(C)c2)csc1N	22	22	13

Assay outcomes (PubChem BioAssay)
